NCOA2 inhibitor: human SRC2 (NCOA2) inhibition; Q15596; AID 651957; HEK293 GAL4-SRC2 luciferase reporter, luminescence; inhibition, % at 9 µM; hit rate 0.17% among 370,000;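 active = inhibition above the mean inhibition of all tested compounds plus 3 SD, set per campaign, cut at about 52% in these data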;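 also: 0% = DMSO treated cells and 100% = cells given Gossypol at 36 µM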
Target sequence (Q15596 whole entry, looked up, the tested form may be a part): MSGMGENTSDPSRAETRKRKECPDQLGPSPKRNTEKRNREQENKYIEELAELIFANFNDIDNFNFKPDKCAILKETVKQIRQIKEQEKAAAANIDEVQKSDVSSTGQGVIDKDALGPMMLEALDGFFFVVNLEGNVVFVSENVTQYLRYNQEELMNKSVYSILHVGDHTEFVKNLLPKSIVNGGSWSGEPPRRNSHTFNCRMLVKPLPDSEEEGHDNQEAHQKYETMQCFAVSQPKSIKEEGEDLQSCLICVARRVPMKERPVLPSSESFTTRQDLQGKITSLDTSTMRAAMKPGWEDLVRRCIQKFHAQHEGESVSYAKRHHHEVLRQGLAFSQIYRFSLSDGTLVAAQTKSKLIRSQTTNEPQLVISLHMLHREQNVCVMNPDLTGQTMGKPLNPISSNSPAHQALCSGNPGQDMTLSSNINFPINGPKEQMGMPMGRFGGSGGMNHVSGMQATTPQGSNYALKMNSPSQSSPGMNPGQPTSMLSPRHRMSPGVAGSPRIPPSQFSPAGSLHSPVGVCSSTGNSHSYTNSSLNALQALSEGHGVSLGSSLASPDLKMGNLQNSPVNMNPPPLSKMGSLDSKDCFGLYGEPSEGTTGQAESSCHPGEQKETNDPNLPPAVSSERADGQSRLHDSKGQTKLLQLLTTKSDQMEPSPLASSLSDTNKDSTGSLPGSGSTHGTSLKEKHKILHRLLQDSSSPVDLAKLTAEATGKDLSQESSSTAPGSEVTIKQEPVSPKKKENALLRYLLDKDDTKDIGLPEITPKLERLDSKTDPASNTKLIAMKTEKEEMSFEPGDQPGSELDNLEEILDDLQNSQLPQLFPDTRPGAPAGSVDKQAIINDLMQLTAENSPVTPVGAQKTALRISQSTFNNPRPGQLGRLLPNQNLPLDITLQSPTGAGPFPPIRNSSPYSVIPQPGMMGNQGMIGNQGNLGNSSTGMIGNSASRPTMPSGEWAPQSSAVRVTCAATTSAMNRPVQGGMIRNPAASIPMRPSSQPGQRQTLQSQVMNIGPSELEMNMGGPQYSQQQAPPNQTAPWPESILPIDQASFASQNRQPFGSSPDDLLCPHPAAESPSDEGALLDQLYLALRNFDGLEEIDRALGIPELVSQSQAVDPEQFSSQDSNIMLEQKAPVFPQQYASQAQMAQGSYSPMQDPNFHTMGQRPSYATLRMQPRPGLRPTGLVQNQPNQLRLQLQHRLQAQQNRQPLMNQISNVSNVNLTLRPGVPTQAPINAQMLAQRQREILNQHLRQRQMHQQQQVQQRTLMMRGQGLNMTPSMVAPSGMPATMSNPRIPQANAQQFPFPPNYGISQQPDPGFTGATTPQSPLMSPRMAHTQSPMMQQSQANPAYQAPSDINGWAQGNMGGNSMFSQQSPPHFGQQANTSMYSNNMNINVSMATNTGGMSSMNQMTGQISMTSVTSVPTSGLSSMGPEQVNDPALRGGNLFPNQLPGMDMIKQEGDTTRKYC
NR2F2 inh: NR2F2 (human) inhibition, primary screen | hit rate 0.7% among 370,000 | inhibition, % at 8.6 µM | HEK293T NGFI-A luciferase reporter, luminescence | P24468;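 active = inhibition above a per-plate cutoff, mean inhibition of test wells between control levels plus 3 SD, cut at about 38% in these data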;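 also: cells cotransfected with COUP-TFII expression vector driving the NGFI-A reporter; 0% = median of COUP-TF2 test wells and 100% = reporter-only cells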
* hit, by the source's call. The list is partial; rates above refer to the full screens.

| Compound | NCOA2 inhibitor | NR2F2 inh |
| --- | --- | --- |
| CC(C)C[C@H]1COc2cc(Br)ccc2S(=O)(=O)N1Cc1ccc(Cl)cc1 | 22 | -1 |
| CC(C)[C@@H](C)/C=C/[C@@H](C)[C@H]1CC[C@@H]2[C@]1(C)CCC1[C@]23C=C[C@]2(C[C@@H](O)CC[C@]12C)N(c1ccc(F)cn1)O3 (stereo not given in full) | -10 | -13 |
| O=Cc1coc([B-](F)(F)F)c1 | -22 | -19 |
| COc1ccc2c(c1)CN1CN(C3CCCC3)S(=O)(=O)CC21 (stereo not given) | 7 | 2 |
| CN1Cc2sc(NC(=S)NC(=O)c3ccccc3)c(C#N)c2CC1(C)C | 43 | 40* |
| O=C(c1ccccc1)N1CCC2CCN(S(=O)(=O)c3ccccc3)CC21 (stereo not given) | 8 | 20 |
| C[C@H](O)[C@@H]1C(=O)N2CCc3c([nH]c4c(-c5ccccc5)cccc34)[C@@H]2C[C@@H]1N(C)C(=O)c1ccco1 | -5 | -7 |
| COc1cccc(-c2ccc(CC[C@H]3O[C@H]4CC[C@@H](CO)O[C@H]4C[C@H]3NS(C)(=O)=O)cc2)c1 | -13 | -23 |
| CC(c1ccccc1)n1cc(C(=O)NCCCN2CCCC2)nn1 (stereo not given) | 6 | -6 |
| Cc1ccc2c(c1)C1CS(=O)(=O)N(Cc3ccc(F)cc3)CN1C2 (stereo not given) | -6 | 26 |
| C[C@H]1CN([C@@H](C)CO)C(=O)CCCn2cc(nn2)CO[C@@H]1CN(C)C(=O)C1CC1 | -26 | -12 |
| S=C(NN=C1CCCCC1=NNC(=S)N1CCOCC1)N1CCOCC1 | 13 | 3 |
| CCOC(=O)CC[C@@H]1CC[C@]2(CCCN(Cc3cccs3)C2)O1 | -13 | -11 |
| COc1ccc(C=Nn2c(-c3n[nH]c4c3CCC4)n[nH]c2=S)cc1OCc1ccccc1 | 18 | 16 |
| O=C(N[C@H](C(=O)N1CCC[C@H]1C(=O)NC1CCCC1)C1CCCCC1)c1ccco1 | 17 | -14 |
| CCOC(=O)[C@]12CCCCC/C=C\1N(Cc1ccc(OC)cc1)C(=O)[C@H]2CC(=O)NCc1cccc2ccccc12 | -4 | -15 |
| CCCCS(=O)(=O)N1CCCc2nc(C)c(C)cc21 | 16 | -3 |
| Cc1ccc(-c2cc(C(=O)NN=Cc3ccc(F)cc3)[nH]n2)cc1C | -1 | -6 |
| COc1ccccc1C(=O)n1ccc2ccc(-c3ccc4ccn(Cc5ccccc5)c4c3)cc21 | -8 | -3 |
| CCOC(=O)CN1C(=O)N(c2ccc(OC)cc2)[C@H]2CC3c4ccccc4C[C@]3(C)[C@@H](C(=O)N(C)C3CCCCC3)C[C@H]21 (stereo not given in full) | -13 | 8 |
| C[C@H]1CCCN1c1cccc2c1S(=O)(=O)N1CC[C@@H](C1)O2 | -14 | -2 |
| N#CCC[C@@H]1CC[C@]2(CCCN(C(=O)c3ccccc3)C2)O1 | 10 | -16 |
| Cn1cnc([N+](=O)[O-])c1Sc1nnc(-c2ccccc2)c(-c2ccccc2)n1 | -1 | 9 |
| O=C1COc2ccccc2C(c2nnnn2Cc2ccccc2)N1Cc1cccs1 (stereo not given) | -22 | 3 |
| CCNC(=O)N(C)[C@H]1C[C@H]2c3[nH]c4c(-c5ccccc5)cccc4c3CCN2C(=O)[C@H]1[C@H](C)O | -30 | 3 |

Exported as labelled records: part of the list above.
Cc1ccc2c(c1)C1CS(=O)(=O)N(Cc3ccc(F)cc3)CN1C2 (stereo not given)
  NCOA2 inhibitor: -6
  NR2F2 inh: 26

C[C@H]1CN([C@@H](C)CO)C(=O)CCCn2cc(nn2)CO[C@@H]1CN(C)C(=O)C1CC1
  NCOA2 inhibitor: -26
  NR2F2 inh: -12

S=C(NN=C1CCCCC1=NNC(=S)N1CCOCC1)N1CCOCC1
  NCOA2 inhibitor: 13
  NR2F2 inh: 3

CCOC(=O)CC[C@@H]1CC[C@]2(CCCN(Cc3cccs3)C2)O1
  NCOA2 inhibitor: -13
  NR2F2 inh: -11

Other entries
| Compound | NCOA2 inhibitor | NR2F2 inh |
| --- | --- | --- |
| CCn1c(SCC(=O)Nc2nc3ccccc3s2)nc2c(c1=O)SC(C)C2 (stereo not given) | -19 | 25 |
| O=C(NC1CCCCN(Cc2cccc(Cl)c2)C1=O)c1c(F)cccc1F (stereo not given) | 3 | -8 |
| Nn1c(SCC(=O)N2c3ccccc3Sc3ccc(Cl)cc32)nnc1-c1cc(-c2ccc(F)cc2)n[nH]1 | -2 | 11 |
| Cc1ccc(NC(=O)OC2CC3CC2[C@H]2CCCCN2[C@H]3C)cc1 (stereo not given in full) | 3 | -19 |
| COc1cc(NC(=O)C2CCCN(S(=O)(=O)c3ccc(C(C)(C)C)cc3)C2)cc(OC)c1 (stereo not given) | 7 | 7 |
| O=C(CSc1nnc(COc2ccccc2)n1Cc1ccco1)Nc1ccc2c(c1)OCO2 | 2 | 2 |
| CN1C(=O)c2cc(NC(=O)c3ccccc3)ccc2OC[C@H]2O[C@@H](CC(=O)NCC3CC3)CC[C@@H]21 | 14 | -24 |
| Cc1ccccc1S(=O)(=O)N(C)C[C@H]1OCc2cnnn2CCCC(=O)N([C@H](C)CO)C[C@@H]1C | 10 | 5 |
| CC1=C(C(=O)OCc2ccccc2)C(c2ccc(Cl)cc2)NC(=O)N1CCCC(=O)O (stereo not given) | -36 | 2 |
| Nn1c(SCC(=O)Nc2ccc(S(N)(=O)=O)cc2)nnc1-c1n[nH]c2c1CCC2 | 11 | -20 |
| COC(=O)[C@]12C[C@H](CC(=O)NCc3cccs3)C(=O)N(Cc3cccc4ccccc34)C1=C[C@H](COCc1ccccc1)O[C@@H]2C | -2 | 19 |
| Cc1ccc(-n2c(SCC(=O)N/N=C/C=C\c3ccco3)nnc2-c2ccccc2)cc1 | -10 | 8 |
| COC(=O)c1cc(-c2ccc(-c3ccccc3)c(F)c2)c(=O)n2c1CCC2 | -13 | 14 |
| COC(=O)[C@]12CCCCC=C1N(Cc1ccc(OC)cc1)C(=O)[C@@H]2CC(=O)N1CCOCC1 | -5 | -41 |
| Cc1ccnc(NC(=O)c2ccc(Cl)cc2Cl)n1 | -7 | 0 |
| CC(=O)OC12CCCN(C1)/C(=C/c1ccc(Cl)cc1)C2 (stereo not given) | 23 | -13 |
| O=C(O)CC(Sc1ccc(Cl)cc1)C(=O)Nc1ccccc1 (stereo not given) | -13 | -1 |
| CCOC(=O)[C@@]12CCCC3=C1N(CCC3)C(=O)[C@H]2CC(=O)N1CCCC1 | 5 | 6 |
| CCOC(=O)[C@]12CCCC3=C1N(CCC3)C(=O)[C@@H](CC(=O)N1CCC(c3ccccc3)CC1)C2 | 13 | 12 |
| Clc1ccc(-c2cc(-c3nnc4sc(Cc5cccs5)nn34)[nH]n2)cc1 | 0 | 9 |
| CCCCNc1ccc2c(c1)OC[C@@H](C)NS2(=O)=O | 10 | 2 |
| COC(=O)[C@]1(C#N)CC(=O)N(Cc2ccc(Cl)cc2)[C@@H]1c1ccccc1 | 6 | -4 |
| O=S(=O)(c1ccccc1Br)N(Cc1cn(Cc2ccccc2)nn1)C1CC1 | 6 | -1 |
| Cc1ccc(Cn2cc(CN3[C@@H](CC(C)C)COc4ccc(Cl)cc4S3(=O)=O)nn2)cc1 | 0 | -5 |
| CCN1C(=O)N[C@H]2C[C@H](C(=O)N3CCCC3)[C@H](C)[C@H](c3ccccc3)C[C@H]21 | -12 | 11 |
| Cc1ccccc1NC(=O)c1cccc2c1-c1ccccc1C2=O | -4 | -17 |
| O=C(CN1CCC(Cc2ccccc2)CC1)Nc1ccc2c(c1)OCCO2 | -4 | 6 |
| C/C(C=NNC(=O)c1cc(-c2ccc(C)c(C)c2)n[nH]1)=C/c1ccco1 | -8 | -28 |
| Cc1ccc(OC(=O)N(C)C[C@H]2OCc3cn(nn3)CCCC(=O)N([C@@H](C)CO)C[C@@H]2C)cc1 | 12 | -3 |
| N#CCC[C@H]1CC[C@]2(CCCN(C(=O)c3ccccc3)C2)O1 | 19 | -3 |
| CC(=O)c1ccc(N2CCN(C(=O)c3ccc4c(=O)[nH]c5c(C(=O)NC6CCCC6)sc(=S)n5c4c3)CC2)cc1 | 17 | 6 |
| CC(C)[C@H](NC(=O)OC(C)(C)C)C(=O)N1CCC(Oc2cccnc2)CC1 | 3 | 1 |
| O=[N+]([O-])c1cccc(C2=Nn3c(nnc3-c3ccccc3)SC2)c1 | 4 | -6 |
| Cc1nc2sc(C(=O)NCc3nccs3)c(N)c2c(C)c1Cl | -33 | -35 |
| O=C(Nc1nc2ncccn2c1-c1ccc(F)c(F)c1)C1CC1 | 3 | -19 |
| COC(=O)[C@]12C[C@H](CC(=O)N3CCCCC3)C(=O)N(CCc3ccc(OC)c(OC)c3)C1=C[C@H](C1CCCC1)O[C@@H]2C | 2 | -25 |
| O=C(Cc1c[nH]c2ccccc12)Nc1ccc(Nc2cccnc2)c(-c2cc(F)cc(F)c2)c1 | 3 | -13 |
| CCC(=O)N[C@H]1C[C@@H]2O[C@@H](CO)CC[C@@H]2O[C@@H]1CCc1ccc(-c2cccc(OC)c2)cc1 | 7 | -13 |
| O=C1CCC2(CCC(c3ccccc3)CC2)N1CCO (stereo not given) | -8 | 13 |
| Cc1c(C)n(Cc2ccc(-c3ccccc3C(=O)O)cc2)c2ccc(C(=O)N[C@@H](C)c3ccc(Br)cc3)cc12 | -23 | 5 |
| CCNC(=O)N(C)[C@H]1C[C@H]2c3[nH]c4c(-c5ccc6c(c5)OCO6)cccc4c3CCN2C(=O)[C@H]1[C@H](C)O | -2 | 7 |
| Cc1ccc(CN2CCCCC(NC(=O)c3ccccc3)C2=O)cc1 (stereo not given) | 8 | -11 |
| CC(=NN1CCN(c2ccccn2)CC1)c1ccccc1O | -27 | -25 |
| CCC1=C(OC(=O)N(CC)CC)N2C(=O)OC(=NCC3CC3)[C@]2(Cc2ccccc2)[C@H]2C1=CC[C@H]1C(=O)N(CC(=O)OC)C(=O)[C@H]12 | -14 | 11 |
| CCCCCN1CCCCC(NC(=O)C(C)(C)C)C1=O (stereo not given) | 19 | -6 |
| C[C@@H]1COc2cccc(N3CCCCC3)c2S(=O)(=O)N1 | 6 | -15 |
| CCOC(=O)CC[C@@]1(C(=O)OCC)C[C@@H](CC(=O)NCc2ccc(OC)c(OC)c2)C(=O)N2CCCC=C21 | -15 | -13 |
| O=C(OCc1ccccc1)c1ccccc1O | 9 | -7 |
| COC(=O)[C@]12C[C@H](CC(=O)N3CCCCC3)C(=O)N(Cc3cccc4ccccc34)C1=C[C@H](COCc1ccccc1)O[C@@H]2C | -4 | 5 |
| C=CCN1C(=O)[C@H](CC(=O)NCCC(C)C)[C@@]2(C(=O)OCC)CCCC=C12 | -7 | 1 |

(more compounds)
| Compound | NCOA2 inhibitor | NR2F2 inh |
| --- | --- | --- |
| CN(CCO)c1ccc2c(c1)Oc1ccccc1CN(Cc1cn(Cc3ccc(F)cc3)nn1)S2(=O)=O | 3 | -21 |
| COc1ccccc1CCn1cnc(-c2ccc(Cl)cc2)c1CC(C)C | -3 | 1 |
| O=S1(=O)c2ccc(N3CCN(Cc4ccccc4F)CC3)cc2Oc2ccccc2CN1Cc1cn(Cc2ccc(Cl)cc2)nn1 | -12 | -7 |
| CCCCNC(=O)C1(C(=O)C2CC2)CC(C(=O)OCC)=NO1 (stereo not given) | -32 | 5 |
| Clc1ccc(-n2c(SC/C=C/c3ccccc3)nnc2-c2ccco2)cc1 | 8 | 14 |
| COC(=O)[C@]12C[C@H](CC(=O)NCc3ccc(C)o3)C(=O)N(Cc3cccc4ccccc34)C1=C[C@H](COCc1ccccc1)O[C@@H]2C | -1 | 9 |
| O=C(NCc1ccccc1)C(c1ccco1)N1CCN(CCN2CCOCC2)CC1 (stereo not given) | 7 | 5 |
| Cc1cccc(N2CCN(C(=O)c3ccc4c(=O)[nH]c5c(C(=O)NC6CCCC6)sc(=S)n5c4c3)CC2)c1C | -3 | 7 |
| CC(C)CNc1ccc2c(c1)OC[C@@H](CC(C)C)NS2(=O)=O | -18 | 19 |
| O=S1(=O)c2c(cccc2N2CC[C@H](O)C2)O[C@H]2CCN1C2 | -5 | -4 |
| COc1ccc(-c2ccccc2C2Cc3nnccc3CN2)cc1 (stereo not given) | -5 | 19 |
| O=C(NCc1ccccc1)[C@@H]1CCCN1C(=O)[C@H]1CCCN1C(=O)N1CCCCC1 | -17 | -4 |
| COc1ccc(C(=O)OCCN(C)C2CN(Cc3cn(Cc4cccc(F)c4)nn3)S(=O)(=O)C2)cc1OC (stereo not given) | -18 | -11 |
| CN1c2ccc(C#CC3CC3)cc2[C@@H]2[C@@H](CCN2C(=O)C2CCOCC2)[C@H]1CO | 11 | -20 |
| C[C@@H]1COc2cccc(NC3CC3)c2S(=O)(=O)N1 | -21 | -20 |
| CCOC(=O)[C@]12CCCC=C1N(CCCOC)C(=O)[C@@H]2CC(=O)NCc1ccccc1 | -4 | -7 |
| CCN1CCCC1CN(Cc1cc2cc(C)cc(C)c2[nH]c1=O)C(=O)Nc1ccccc1OC (stereo not given) | -9 | 1 |
| Cc1ccccc1Cn1ccc(=NCc2ccccc2)cc1 | 14 | 28 |
| O=C(N[C@@H](Cc1cccnc1)C(=O)N1CCC[C@H]1C(=O)NC1CCCC1)c1ccccc1 | -6 | 15 |
| C[C@@H]1CN([C@@H](C)CO)C(=O)CCCn2cc(nn2)CO[C@H]1CN(C)C(=O)Cc1ccccc1 | 11 | 0 |
| CCN=C1NC(c2ccc(C(F)(F)F)cc2)C(C(=O)OC)=C(C)N1Cc1cccc(C(F)(F)F)c1 (stereo not given) | 4 | 2 |
| CC1(NC(=O)CC[N+](C)(C)CCO)CS(=O)(=O)CC1S(=O)(=O)[O-] (stereo not given) | 16 | 4 |
| Cc1ccc(NC(=O)c2ccc(CS(=O)(=O)Cc3ccccc3C)o2)c(C)c1 | 0 | 0 |
